Pf growth 96h: Primary qHTS for delayed death inhibitors of the malarial parasite plastid, 96 hour incubation | AID 504834, 2011 | P. falciparum luciferase reporter growth, 96 h | Potency, µM (doses to about 28.7 µM), for inactives: at the highest dose activity change, negative = inhibition, actives largely listed as inhibitors | 320,000 compounds, 6.9% hits; further: potency means the concentration at half of the fitted maximal effect; on the % scale 0 is the no-effect control and ±100 the full control effect
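Erythrocytes infected with luciferase-expressing P. falciparum were dispensed at 2% hematocrit and 0.05% parasitemia (final), then incubated with compounds 96 hours at 37 C in 5% CO2. Luminescence after detection reagent addition reported growth.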
Sm TGR inh: qHTS Assay for the Inhibitors of Schistosoma Mansoni Peroxiredoxins | purified TGR, DTNB reduction, TNB absorbance 405 nm | Potency, µM (top dose mostly 114 µM), without a hit: top-dose activity change, negative = inhibition, most hits filed as inhibitors | 360,000 compounds, 3% hits; further: potency means the concentration at half of the fitted maximal effect; on the % scale 0 is the no-effect control and ±100 the full control effect; nearly all actives have a fitted effect of over 60% in size
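TGR 20 nM + NADPH 100 uM (dispensed conc.), cpd preinc 15 min RT; start with NADPH (500 uM addition) then DTNB (15 mM addition). Kinetic TNB absorbance, 405 nm filter. Four-parameter Hill fit across titration.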
Shiga toxin inh: A qHTS for Small Molecule Inhibitors of Shiga Toxin. Vero cells, Shiga toxin protein synthesis inhibition reporter. inhibition, % at 38.7 µM. 290,000 compounds, 9.2% hits; in the data active means inhibition mostly above about 28%, no sharp cut-off; inactive means mostly below about 43%; further: 0% is about no effect
Pf growth 48h: Primary qHTS for delayed death inhibitors of the malarial parasite plastid, 48 hour incubation; AID 504832, 2011; 310,000 compounds, 5.9% hits; P. falciparum luciferase growth in erythrocytes, 48 h; Potency, µM (doses to about 28.7 µM), for inactives: top-dose activity change, negative = inhibition, hits mostly inhibitors; further: potency means the concentration at half of the fitted maximal effect; on the % scale 0 is the no-effect control and ±100 the full control effect
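Growth was read as firefly luciferase luminescence after a 48 h, 37 C, 5% CO2 exposure of compounds to reporter-bearing P. falciparum cultures (0.1% parasitemia, 2% hematocrit final) in Albumax-supplemented RPMI 1640.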
Cycloheximide cs: Cycloheximide Counterscreen for Small Molecule Inhibitors of Shiga Toxin. cell reporter, cycloheximide protein synthesis inhibition counterscreen. AID 2314, 2010. 300,000 compounds, 12% hits. max response, %; in the data active means max response mostly above about 13%, no sharp cut-off; inactive means mostly below about 14%; further: read at 38.3 µM for the half of the compounds with a filed dose; 0% is about no effect
Giardia FBPA inh: qHTS Assay for Inhibitors of Fructose-1,6-bisphosphate Aldolase from Giardia Lamblia; 290,000 compounds, 0.71% hits; Potency, µM (series often up to 59.6 µM), for inactives: at the highest dose activity, negative = inhibition, actives largely listed as inhibitors; purified Giardia FBPA; A8B2U2; further: potency means the concentration at half of the fitted maximal effect; on the % scale 0 is the no-effect control and ±100 the full control effect; nearly all actives have a fitted effect of over 55% in size
Target sequence (A8B2U2 whole entry, looked up): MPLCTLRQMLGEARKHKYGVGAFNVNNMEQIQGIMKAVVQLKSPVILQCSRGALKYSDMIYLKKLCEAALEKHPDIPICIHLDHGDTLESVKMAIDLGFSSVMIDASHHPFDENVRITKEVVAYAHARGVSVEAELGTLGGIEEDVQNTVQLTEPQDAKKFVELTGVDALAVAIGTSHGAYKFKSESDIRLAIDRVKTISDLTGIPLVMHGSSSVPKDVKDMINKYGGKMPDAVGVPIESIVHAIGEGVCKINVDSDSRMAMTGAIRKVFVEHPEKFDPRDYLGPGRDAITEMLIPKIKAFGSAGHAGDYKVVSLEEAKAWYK
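40 nM FBPA preincubated 10 min at RT with compound (up to 57.5 uM final), then substrate plus GAPDH/TPI/NAD/arsenate coupling and diaphorase/resazurin added. Fluorescence read after 20 min at RT, 525/598 nm.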
The depositor's hits bear a star; ? = inconclusive; · = not tested or not shown; [ ] = another dose, or the depositor's remark. Unless noted, the call rests on the fitted dose curve; in most records, active means well fitted curve in the direction sought with a large enough effect; inconclusive means small, poorly fitted or top-dose-only effect, or another doubt; inactive means no such curve, though single readings can be large; an effect the other way counts as inactive or inconclusive.

Structure	Pf growth 96h	Sm TGR inh	Shiga toxin inh	Pf growth 48h	Cycloheximide cs	Giardia FBPA inh
COc1ccccc1C(=O)N/C(=C\c1ccccc1)C(=O)NC(C)C(=O)O (configuration not stated)	9.3µM*	28%	-13	21%	-3	5%
COCCN(C(=O)CSc1nnc(-c2ccccc2F)n1N)c1c(N)n(Cc2ccccc2)c(=O)[nH]c1=O	3%	-1%	-8	10%	7	·
O=[N+]([O-])c1ccc(N/N=C/c2cccc(O)c2O)cc1	?	0%	·	51%[activator]	27*	-12%
COc1ccc(NC(=O)C(c2ccc(C)cc2)N(C)C(=O)c2ccc(=O)[nH]c2)cc1 (configuration not stated)	?	2%	8	2%	-2	3%
O=[N+]([O-])c1cc(S(=O)(=O)N2CCCCCC2)ccc1F	?	22µM*	-12	0%	-3	11%
O=C(COC(=O)c1n[nH]c2ccccc12)c1ccc(F)c(F)c1	35%[activator]	-1%	·	22%	·	·
CC1(C)CCCN(Cc2c(O)ccc3c(=O)c(-c4nc5ccccc5s4)c(N)oc23)C1	?	0%	77*	?	33*	1%
CC(NC(=O)Nc1ccc(Cl)cc1)c1ccccc1 (configuration not stated)	10µM*	-22%	15	24%	2	5%
CCOC(=O)c1cc(C)n(S(=O)(=O)c2ccc(C)cc2)c1C	?	2%	1	14%	1	0%
CC1=CC(C)(C)N(C(=O)c2ccccc2)c2ccc(C)cc21	?	0%	-14	?	-5	2%
COc1ccc(C(=O)N2CCC(C(=O)Nc3ccc4c(c3)OCO4)CC2)cc1	57%[activator]	5%	14	?	5	2%
O=C(C/C=N/OCc1ccc(Cl)cc1Cl)c1ccc(Cl)cc1	-24%	-17%	59	?	4	1%
CCc1ccc(Nc2n[n+](C)c(-c3ccc(C(=O)O)cc3)s2)cc1	-8%	15%	5	0%	-1	1%
Cc1ccc(COc2ccc3oc(-c4ccccc4)c(C(=O)O)c3c2)cc1	·	-3%	14	·	0	·
CCOc1ccccc1/C=N/N1CCN(Cc2ccccc2)CC1	-10%	-6%	5	-6%	1	?

(continued)
Structure	Pf growth 96h	Sm TGR inh	Shiga toxin inh	Pf growth 48h	Cycloheximide cs	Giardia FBPA inh
COc1ccc(N2CCN(C(=O)c3c(C)nn(-c4ccccc4)c3C)CC2)cc1	-2%	0%	-3	-13%	-3	1%
COc1ccccc1N/C(N)=N/c1nc(C(F)(F)F)cc(=O)[nH]1	5%	15%	-3	-24%	8	-11%
OCCN1CCN(c2ncnc3ccc(Br)cc23)CC1	?	-2%	-10	·	-3	-1%
Cc1nc2ncnn2c(N2CCC(C(=O)NC3CCCC3)CC2)c1Cc1ccccc1	45%[activator]	3%	7	15µM*	-3	6%
CC(C)=CC(=O)Nc1nnc(C(C)C)s1	22%	0%	53	96%[activator]	46*	0%
Cc1ccc(CC2C(=O)N(c3ncccn3)C(=O)C2C)cc1 (configuration not stated)	0.83µM*	0%	-10	·	-4	2%
CCOc1ccc(N(C(C)C(=O)Nc2cccnc2)S(C)(=O)=O)cc1 (configuration not stated)	5%	0%	16	5%	2	-4%
CCN1CCN(Cc2ccc(OC(F)(F)F)cc2)CC1	·	-2%	-5	7%	-1	-14%
NC1=NS(=O)(=O)NC1c1ccc(Cl)cc1 (configuration not stated)	33%[activator]	18%	2	-2%	-3	5%
Clc1cccc2c3c([nH]c12)CCNC3	0.59µM*	-13%	-5	13%	-1	-25%
O=C(Cn1cncn1)NCc1cccc(C(F)(F)F)c1	1%	6%	-6	0%	-3	5%
COC(=O)CNc1cccc(C(F)(F)F)c1	6%	16%	2	15%	-1	-4%
CC(O)c1cccc(NC(=O)CC(c2ccccc2)c2ccccc2)c1 (configuration not stated)	?	-18%	-7	-8%	-1	-3%
CCCC(=O)N1CCN(c2ccc(NC(=O)c3ccc([N+](=O)[O-])o3)cc2)CC1	114%[activator]	?	-33	17µM*	-18	-16%
O=C(Nc1nccs1)c1ccc2nccnc2c1	-64%	1%	45*	92%[activator]	24*	-14%

Additional entries:
Structure	Pf growth 96h	Sm TGR inh	Shiga toxin inh	Pf growth 48h	Cycloheximide cs	Giardia FBPA inh
CC(=O)OC1=C(C#N)Cn2ccc3cccc1c32	?	-27%	31	?	5	?
O=C(Nc1nnc(Cc2ccc(Cl)cc2)s1)c1cccnc1	2%	17%	6	12%	1	13%
Cc1cccc(N2CC(C(=O)Nc3ccc(S(=O)(=O)N4CCCCC4)cc3)CC2=O)c1C (configuration not stated)	?	6%	18	?	-5	6%
O=c1cc(-c2ccccc2)c2c([nH]1)CCCC2	-1%	?	-13	11%	-1	0%
O=C(c1ccco1)N1CCN(Cc2ccc(F)cc2)CC1	22%	5%	-6	0%	-1	?
CC(=O)N1c2ccc(S(=O)(=O)N3CCCC(C(=O)N4CCCC(C)C4)C3)cc2CC1C (configuration not stated)	?	2%	-4	?	5	·
C#CCOCCOCCOCCNc1nc(N2CCN(C(=O)Cn3cc(CCCN=C(N)N)nn3)CC2)nc(N2CCN(C(=O)[C@H](C(C)C)n3cc(CCO)nn3)CC2)n1	?	-22%	-14	-8%	-2	-6%
COC(=O)c1ccccc1NC(=S)NC(NC(=O)c1ccccc1[N+](=O)[O-])C(Cl)(Cl)Cl (configuration not stated)	7.4µM*	8%	-5	5%	-4	-4%
O=C(Nc1ccc2nc3n(c(=O)c2c1)CCCC3)c1ccccc1[N+](=O)[O-]	?	-16%	-11	40%[activator]	-1	-6%
O=c1oc2ccccc2c2c1SC(C(F)(F)F)C2 (configuration not stated)	?	0%	18	18%	9	4%
CCC1=Nc2cc(C(=O)O)ccc2Sc2ccccc21	?	-14%	-18	9%	-2	22%
C/C(CC(=O)Nc1ccc2c(c1)OCO2)=N\NC(=O)OC(C)(C)C	1%	-11%	-5	99%[activator]	18	0%
CCOC(=O)c1c(NC(=O)c2ccc(S(=O)(=O)N(C)CC3CCCO3)cc2)sc2c1CCN(C)C2 (configuration not stated)	?	2%	-6	?	1	·
COC(=O)c1c(C(=O)OC)n(CCCN)c2ccc(C)cc12	?	-6%	-14	?	-3	-7%
Cc1ccc2[nH]c3c(c2c1)CN(C(=O)CN1C[C@H]2C[C@@H](C1)c1cccc(=O)n1C2)CC3	?	?	-6	?	-3	-1%

An excerpt of these results, with values under each structure:
Each structure is followed by: Pf growth 96h	Sm TGR inh	Shiga toxin inh	Pf growth 48h	Cycloheximide cs	Giardia FBPA inh
O=C(c1ccco1)N1CCN(Cc2ccc(F)cc2)CC1
    22%	5%	-6	0%	-1	?
CC(=O)N1c2ccc(S(=O)(=O)N3CCCC(C(=O)N4CCCC(C)C4)C3)cc2CC1C (configuration not stated)
    ?	2%	-4	?	5	·
C#CCOCCOCCOCCNc1nc(N2CCN(C(=O)Cn3cc(CCCN=C(N)N)nn3)CC2)nc(N2CCN(C(=O)[C@H](C(C)C)n3cc(CCO)nn3)CC2)n1
    ?	-22%	-14	-8%	-2	-6%
COC(=O)c1ccccc1NC(=S)NC(NC(=O)c1ccccc1[N+](=O)[O-])C(Cl)(Cl)Cl (configuration not stated)
    7.4µM*	8%	-5	5%	-4	-4%
O=C(Nc1ccc2nc3n(c(=O)c2c1)CCCC3)c1ccccc1[N+](=O)[O-]
    ?	-16%	-11	40%[activator]	-1	-6%
O=c1oc2ccccc2c2c1SC(C(F)(F)F)C2 (configuration not stated)
    ?	0%	18	18%	9	4%
CCC1=Nc2cc(C(=O)O)ccc2Sc2ccccc21
    ?	-14%	-18	9%	-2	22%
C/C(CC(=O)Nc1ccc2c(c1)OCO2)=N\NC(=O)OC(C)(C)C
    1%	-11%	-5	99%[activator]	18	0%
CCOC(=O)c1c(NC(=O)c2ccc(S(=O)(=O)N(C)CC3CCCO3)cc2)sc2c1CCN(C)C2 (configuration not stated)
    ?	2%	-6	?	1	·
COC(=O)c1c(C(=O)OC)n(CCCN)c2ccc(C)cc12
    ?	-6%	-14	?	-3	-7%
Cc1ccc2[nH]c3c(c2c1)CN(C(=O)CN1C[C@H]2C[C@@H](C1)c1cccc(=O)n1C2)CC3
    ?	?	-6	?	-3	-1%

Additional results follow:
Structure	Pf growth 96h	Sm TGR inh	Shiga toxin inh	Pf growth 48h	Cycloheximide cs	Giardia FBPA inh
C=CCn1c(=O)c2ccc(C(=O)NCc3ccccc3)cc2n(Cc2ccc(C)cc2)c1=O	2.3µM*	-9%	-13	26%	-3	-4%
Brc1cccc(-c2nnc(SCc3ccon3)n2-c2ccccc2)c1	?	-2%	-22	·	-6	-15%
Cc1cc(C(C)(C)C)oc1C(=O)N(CC(=O)NC1CCCC1)c1ccc(F)cc1	?	-13%	-5	?	0	0%
C=CCn1c(SCC(=O)NC(N)=O)nnc1-c1cc2c(s1)CCC(CC)C2 (configuration not stated)	-5%	-2%	34	11%	9	0%
O=C(c1cc(COc2ccc(F)cc2Cl)on1)N1CCN(C2CCCC2)CC1	?	-2%	19	19%	-3	0%
O=C(CCCCCNC(=O)c1ccccc1)N/N=C/c1ccccc1O	25%	0%	25	7%	25*	?
CC(C)(O)C#Cc1ccc(C(=O)N2CCC(CCC(=O)NC3CC3)CC2)cc1	?	-6%	-14	0%	-3	·
Cc1ccsc1C(=O)OCc1nc2ccccc2c(=O)[nH]1	·	3%	61*	58%[activator]	58*	-8%
CN(C)CCNC(C(=O)Nc1cccc(C(F)(F)F)c1)c1ccccc1 (configuration not stated)	-12%	-17%	-3	-30%	-3	18µM*
COc1ccc(CNC(=O)[C@H](Cc2c[nH]c3ccccc23)NC(C)=O)cc1OC	25%	-10%	-7	6%	-4	7%
Cc1c(Cl)c([N+](=O)[O-])nn1CC(=O)NC(C)C1CC2CCC1C2 (configuration not stated)	·	-4%	-15	-24%	-4	-1%
COc1ccc(Cl)cc1S(=O)(=O)N1CCN(C)CC1	-12%	0%	13	·	-2	0%
COCCNC(=O)C(c1ccc(C)cc1)N(Cc1ccco1)C(=O)CCC(=O)Nc1ccccn1 (configuration not stated)	1%	6%	2	-21%	-1	-13%
CSc1nnc(C)c(=O)n1COC(=O)COc1ccc(Cl)cc1	-22%	2%	-3	3%	-6	-1%
Cc1ccc(N(CC(=O)Nc2cc(Cl)ccc2Oc2ccccc2)S(C)(=O)=O)c(C)c1	12µM*	-1%	3	·	15	-9%
Cc1cc(C)cc(NC(=O)C(=O)NCC2CCCN2S(=O)(=O)c2cccs2)c1 (configuration not stated)	?	-17%	·	?	·	·
COC(=O)CC1=C(C(=O)OC)C(c2cccs2)C(C#N)=C(N)O1 (configuration not stated)	·	?	21	-13%	-7	-17%

Screening results deposited in PubChem BioAssay by National Center for Advancing Translational Sciences (NCATS).
